NIH3T3 tox: kills NIH 3T3 cells | Potency, µM (series often up to 96.7 µM), inactives show top-dose activity change, negative = cytotoxicity, usual class: inhibitors | 94,000 tested, 4.3% active | NIH 3T3 viability, CellTiter-Glo ATP luminescence, 48-72 h; also: potency is read from the fitted curve at half-maximal effect; nearly all actives have a fitted effect of over 55% in size
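ATP-dependent luminescence (CellTiter-Glo) served as the viability signal for NIH 3T3 cells treated with compound for 48 or 72 hr at 37 °C.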
SNCA expr inhib: inhibitors of alpha-synuclein (SNCA) gene expression; Potency, µM (doses to about 57.2 µM), for the others: top-dose activity change, negative = inhibition, usual class: inhibitors; AID 1671194; HEK-293 SNCA-luciferase knock-in, luminescence, 24 h; 140,000 tested, 0.17% active;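 also: potency is read from the fitted curve at half-maximal effect; plate controls were DMSO cells for no effect and cell-free wells for full effect; nearly all actives have a fitted effect of over 45% in size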
GPT2 inhibitor: GPT2 alanine aminotransferase inhibition | Q8TD30 | Recombinant GPT2, coupled pyruvate oxidase/HRP Amplex Red fluorescence | Potency, µM (titrated, usually from 57.7 µM), without a hit: at the highest dose activity change, negative = inhibition, hits mostly inhibitors | 100,000 tested, 0.25% active | AID 1671188; also: potency is read from the fitted curve at half-maximal effect; nearly all actives have a fitted effect of over 60% in size; many of its hits are not listed in these tables
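Fluorescence read-out: pyruvate from GPT2 turnover coupled to pyruvate oxidase, HRP and Amplex Red (0.2mM ThPP, 0.2U/mL PO and HRP, 50uM Amplex final). Substrates 250uM a-KG, 2mM L-alanine; enzyme 10ng/uL; 30 min RT.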
HEK293 viab: reduces viability of HEK-293 SNCA reporter cells | HEK-293-SNCA-luc viability, GF-AFC fluorescence, 24 h | Potency, µM (highest dose often 57.1 µM), inactives show at the highest dose activity change, negative = cytotoxicity, usual class: cytotoxic | 150,000 tested, 0.12% active;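 also: potency is read from the fitted curve at half-maximal effect; 0% = DMSO-treated cells and -100% = medium-only wells without cells; nearly all actives have a fitted effect of over 30% in size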
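Cytotoxicity counterscreen: after 24 h compound treatment of genome-edited SNCA-luciferase HEK-293 cells, live-cell protease substrate GF-AFC read by fluorescence after 30 min; activity scaled between DMSO (0%) and medium-only (-100%), curves Hill-fitted.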
IP6K1 inhibitor: IP6K1 kinase inhibition; IP6K1 kinase, ADP-Glo luminescence, 2 h; active compounds read low; activity change, % (series mostly up to about 58 µM); 140,000 tested, 0.81% active; AID 1645851; in the data active = activity change below about -25%
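ADP-Glo luminescence measures ADP made by human IP6K1 during a 2 h RT reaction with ATP/IP6 (mix at 1.3 mM/130 uM); top library doses 57.5 and 19.1 uM final.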
FLuc inh: inhibitors of firefly (Photinus pyralis) luciferase; purified P. pyralis luciferase, luminescence, biochemical; Potency, µM (top dose mostly 115 µM), inactives show top-dose activity change, negative = inhibition, actives largely listed as inhibitors; 76,000 tested, 2.5% active; AID 1347043; also: potency is read from the fitted curve at half-maximal effect; nearly all actives have a fitted effect of over 65% in size
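FLuc 10nM, D-luciferin 10uM, ATP 10uM, Mg acetate 10mM, Tris acetate pH 7.5, Tween/BSA; cpd qHTS; enzyme added last; CCD luminescence.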
HEK cytotox: HEK 293 cell cytotoxicity | HEK 293 viability, ATP luminescence (CellTiter-Glo), 48-72 h | Potency, µM (doses to about 115 µM), without a hit: at the highest dose activity change, negative = cytotoxicity, actives largely listed as inhibitors | 94,000 tested, 6.6% active | AID 1345083; also: potency is read from the fitted curve at half-maximal effect; nearly all actives have a fitted effect of over 60% in size
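250 HEK 293 cells/well; compound by pintool; incubated 48 or 72 hr at 37 degree Celsius; CellTiter-Glo added, 10 min RT, luminescence imaged.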
Starred values were filed as active, the others as inactive; [ ] = dose if it differs, or a comment. Unless noted, calls follow the shape of the dose curve; as a rule, active = well fitted curve in the direction sought with a large enough effect; inconclusive = small, poorly fitted or top-dose-only effect, or another doubt; inactive = no such curve, though single readings can be large; an effect the other way counts as inactive or inconclusive. Unless noted, % is scaled to controls: 0 for no effect and ±100 for the full control effect. These rows are one share of the data, so the mix of outcomes need not match the whole.

`CCOC(=O)COc1ccc(-c2nnn(CC(=O)Nc3ccccc3)n2)cc1` gave SNCA expr inhib 22%, HEK293 viab 2% and IP6K1 inhibitor 20.
For O=C(c1ccccn1)N1CCC2(CC1)CC(c1cccc(C(F)(F)F)c1)=NO2 the results were NIH3T3 tox -28%, IP6K1 inhibitor -3 and HEK cytotox inconclusive.
Cc1oc2ncn(CC(C)C)c(=O)c2c1C(=O)NCCCN1CCC(C)CC1 was read as SNCA expr inhib 10%, HEK293 viab 14% and IP6K1 inhibitor 2.
O=C(CN1CCOC1=O)N[C@@H]1[C@@H](Cc2ccccc2)[C@H]2OCC[C@@H]12 was read as NIH3T3 tox 0%, SNCA expr inhib -5%, GPT2 inhibitor inactive, HEK293 viab 6%, IP6K1 inhibitor 7, FLuc inh 13% and HEK cytotox -5%.
O=C(NCCc1ccccc1)c1c2c(nc3ccccc13)C(=O)N(C1CCCCC1)C2 was read as SNCA expr inhib 79%[activator], HEK293 viab 7% and IP6K1 inhibitor 25.
Screening CN(C)C(=O)N1CCC2(CCC(=O)N(CC3CCCO3)C2)CC1 (centres undefined) returned NIH3T3 tox -2%, SNCA expr inhib -16%, GPT2 inhibitor inactive, HEK293 viab -2%, IP6K1 inhibitor -3, FLuc inh 7% and HEK cytotox 1%.
Cc1cc(C)cc(NC(=O)CSc2oc(-c3ccco3)nc2S(=O)(=O)c2ccccc2)c1 was read as SNCA expr inhib -26%, HEK293 viab -12% and IP6K1 inhibitor 4.
Screening O=C(NC1CCCN(c2cc(-c3ccccc3)[nH]n2)C1)C1CCCC1 (centres undefined) returned NIH3T3 tox -24%, SNCA expr inhib -17%, GPT2 inhibitor -13%, HEK293 viab -6%, IP6K1 inhibitor 20, FLuc inh -2% and HEK cytotox inconclusive.
Screening CC(C)CN(C[C@@H](O)[C@H](Cc1ccccc1)NC(=O)O[C@@H]1CO[C@H]2OCC[C@H]21)S(=O)(=O)c1ccc(N)cc1 returned GPT2 inhibitor inactive, HEK293 viab 9% and IP6K1 inhibitor 3.
Screening COc1ccc(CNC(=O)CSc2nc3ccccc3nc2Cc2ccccc2OC)cc1 returned SNCA expr inhib inconclusive, HEK293 viab 21% and IP6K1 inhibitor -11.
COCCOCc1nc(C2CCCCN2C(=O)Nc2ccc(F)cc2F)no1 (centres undefined) was read as NIH3T3 tox 5%, SNCA expr inhib -9%, GPT2 inhibitor inactive, HEK293 viab -7%, IP6K1 inhibitor -5, FLuc inh -1% and HEK cytotox 0%.
CC1(c2ccc(Cl)cc2)CC(C)(C)N(C(=O)c2ccccc2)c2ccccc21 (centres undefined) was read as SNCA expr inhib inconclusive, HEK293 viab 2% and IP6K1 inhibitor 13.
For COCC1(O)CCOC2(CCN(C(=O)c3cccs3)CC2)C1 (centres undefined) the results were NIH3T3 tox -13%, SNCA expr inhib -6%, GPT2 inhibitor 0%, HEK293 viab 15%, IP6K1 inhibitor 10 and HEK cytotox -8%.
`CCOC(=O)c1cccc(NC(=O)CCS(=O)(=O)c2ccc3c(c2)CC(=O)N3C)c1` gave SNCA expr inhib -21%, HEK293 viab -3% and IP6K1 inhibitor 2.
For COc1ccc(-n2ccnc(NCCc3ccccc3)c2=O)cc1OC the results were SNCA expr inhib 22%, HEK293 viab -3% and IP6K1 inhibitor 1.
Cn1ccnc1CN1C(=O)CO[C@H]2CN(C(=O)NCc3ccccc3)C[C@H]21 was read as NIH3T3 tox inconclusive, SNCA expr inhib -6%[87.6 µM], GPT2 inhibitor -5%[88.5 µM], HEK293 viab 11%[87.6 µM], IP6K1 inhibitor -1, FLuc inh -5%[172 µM] and HEK cytotox 3%[172 µM].
For COc1cccc(NC(=O)N[C@H]2[C@H](O)[C@@H](N3CCC(Cc4ccccc4)CC3)[C@@H]3OC[C@H]2O3)c1 the results were NIH3T3 tox inconclusive, SNCA expr inhib -20%, GPT2 inhibitor 4%, HEK293 viab 4%, IP6K1 inhibitor -3, FLuc inh -4% and HEK cytotox inconclusive.
CC(C)CC(=O)NCCC1CCN(C(=O)Nc2cc(F)ccc2F)CC1 was read as NIH3T3 tox -10%, SNCA expr inhib 13%, GPT2 inhibitor -7%, HEK293 viab 2%, IP6K1 inhibitor 0, FLuc inh 3% and HEK cytotox 1%.
`COc1ccc(C2Cn3nnc(C(=O)N4CCN(C(=O)Cc5cccc(F)c5)CC4)c3CO2)cc1` (centres undefined) gave NIH3T3 tox inactive, SNCA expr inhib -19%, GPT2 inhibitor inactive, HEK293 viab -21%, IP6K1 inhibitor 2, FLuc inh 14% and HEK cytotox inconclusive.
For COc1ccc(CC(=O)NC2CCCN(Cc3ccc(-c4cc(C)cc(C)c4)cc3)C2)cc1 (centres undefined) the results were NIH3T3 tox 18µM*, SNCA expr inhib -30%, GPT2 inhibitor inactive, HEK293 viab 0%, IP6K1 inhibitor 9 and HEK cytotox 22µM*.
`COc1ccc(-c2cnc3[nH]cc(CC(=O)NC4CCC(O)CC4)c3c2)cc1` (centres undefined) gave NIH3T3 tox 25µM*, SNCA expr inhib 8%[87.6 µM], GPT2 inhibitor inconclusive, HEK293 viab -16%[87.6 µM], IP6K1 inhibitor -14, FLuc inh -20%[172 µM] and HEK cytotox inconclusive.
Screening Cc1oc2c(c1C(=O)Nc1ccccc1Br)C1=NCCN1C=N2 returned SNCA expr inhib -27%, HEK293 viab 5% and IP6K1 inhibitor 3.
Screening COc1ccc(C(=O)N2CCOC(CCCC(C)C)C2)o1 (centres undefined) returned NIH3T3 tox -25%, SNCA expr inhib -3%, GPT2 inhibitor inactive, HEK293 viab -1%, IP6K1 inhibitor -3, FLuc inh -3% and HEK cytotox inconclusive.
`Cc1noc2c(-c3cnn(C)c3)cc(-c3cccs3)nc12` gave NIH3T3 tox inconclusive, SNCA expr inhib inconclusive, GPT2 inhibitor inconclusive, HEK293 viab -17%[87.6 µM], IP6K1 inhibitor -11, FLuc inh -20%[172 µM] and HEK cytotox inconclusive.
For Cc1ccccc1C(=O)N1CCc2nc3cc[nH]n3c(=O)c2C1 the results were NIH3T3 tox inactive, SNCA expr inhib -6%, GPT2 inhibitor inactive, HEK293 viab -3%, IP6K1 inhibitor 4, FLuc inh 15% and HEK cytotox 3%.
Screening O=C1NCCN2CC3(CCN(C(=O)NC4CCCCC4)CC3)CC12 (centres undefined) returned NIH3T3 tox -14%, SNCA expr inhib 21%, GPT2 inhibitor inactive, HEK293 viab 7%, IP6K1 inhibitor -6, FLuc inh 4% and HEK cytotox -9%.
Screening COc1ccc(NC(=O)N2CCc3c(C(=O)NCc4ccncc4)cccc32)cc1 returned NIH3T3 tox inconclusive, SNCA expr inhib inconclusive, GPT2 inhibitor inactive, HEK293 viab 7%, IP6K1 inhibitor -7, FLuc inh 1.3µM* and HEK cytotox inconclusive.
For Cc1ccc(-c2c(C(=O)NCCc3ccccc3)nc3sccn23)cc1 the results were NIH3T3 tox 18µM*, SNCA expr inhib 19%, GPT2 inhibitor inactive, HEK293 viab -30%, IP6K1 inhibitor 8 and HEK cytotox 45µM*.
CCN(CC)CCNC(=O)c1ccc(-n2c(-c3ccccc3)cc3c2CCCC3)cc1 was read as SNCA expr inhib inconclusive, HEK293 viab inconclusive and IP6K1 inhibitor 13.
`CC(C)NC(=O)C1CCN(C(=O)N2CCOc3ccc(Cl)cc32)CC1` gave SNCA expr inhib -23%, HEK293 viab -2% and IP6K1 inhibitor 6.
CC(C)OCCCNC(=O)c1ccc2c(c1)N(Cc1c(F)cccc1Cl)C(=O)c1ccccc1S2 was read as SNCA expr inhib inconclusive, HEK293 viab -11% and IP6K1 inhibitor 16.
Screening COc1ccc(-c2nc(SCC(=O)Nc3ccc4c(c3)OCCO4)c(-c3ccc(C)cc3)[nH]2)cc1OC returned SNCA expr inhib -20%, HEK293 viab inconclusive and IP6K1 inhibitor -1.
CC12CCC3c4ccc(O)cc4CCC3C1CCC2OC1OC(C(=O)O)C(O)C(O)C1O (centres undefined) was read as GPT2 inhibitor inactive, HEK293 viab 9% and IP6K1 inhibitor -5.
Screening CN1Cc2ccc(C(=O)Nc3ccc(OC(F)(F)F)cc3)cc2OCC1=O returned NIH3T3 tox inconclusive, SNCA expr inhib -13%[87.6 µM], GPT2 inhibitor -8%[88.5 µM], HEK293 viab -21%[87.6 µM], IP6K1 inhibitor -11, FLuc inh inconclusive and HEK cytotox inconclusive.
O=C(CN1C(=O)COc2ccc(S(=O)(=O)N3CCCCCC3)cc21)NCc1ccc(F)cc1 was read as SNCA expr inhib 28%, HEK293 viab inconclusive and IP6K1 inhibitor 43.
Screening O=C(CCn1cccn1)NC1CCCc2nc(-c3ccccc3)ncc21 (centres undefined) returned NIH3T3 tox 3%, SNCA expr inhib -2%, GPT2 inhibitor inactive, HEK293 viab inconclusive, IP6K1 inhibitor -3, FLuc inh -3% and HEK cytotox -3%.
`CCCNS(=O)(=O)c1ccc(C(=O)NCc2cc3n(n2)CCNC3)cc1` gave NIH3T3 tox -1%, SNCA expr inhib 10%, GPT2 inhibitor inactive[11.5 µM], HEK293 viab -6%, IP6K1 inhibitor 16, FLuc inh -1% and HEK cytotox inactive.
Screening Cc1cccc(C(=O)NCC(=O)OCc2cc(=O)n3nc(C4CC4)sc3n2)c1 returned SNCA expr inhib -7%, HEK293 viab 10% and IP6K1 inhibitor -16.
For CC#CCn1cc2c3c(cccc31)[C@H](CC(C)C)N[C@H](C(=O)NCc1ccccc1OC)C2 the results were NIH3T3 tox 32µM*, SNCA expr inhib -28%, GPT2 inhibitor -17%, HEK293 viab -22%, IP6K1 inhibitor 6, FLuc inh -9% and HEK cytotox inconclusive.
COc1cccc(CN2CC[C@H]3COC(=O)N3c3cc(C)ccc3C2)c1 was read as NIH3T3 tox -9%[138 µM], SNCA expr inhib -8%[87.6 µM], GPT2 inhibitor inactive, HEK293 viab -1%[87.6 µM], IP6K1 inhibitor -7, FLuc inh -3%[172 µM] and HEK cytotox -2%[172 µM].
`CCCCCCCCCCCCc1ccc(S(=O)(=O)Nc2nncs2)cc1` gave SNCA expr inhib 55%, GPT2 inhibitor inconclusive and HEK293 viab 8%.
`O=C(C[C@H]1NC(=O)c2ccccc2NC1=O)Nc1ccccc1Cl` gave NIH3T3 tox inactive, SNCA expr inhib -4%, GPT2 inhibitor -4%, HEK293 viab -5%, IP6K1 inhibitor 17, FLuc inh -8% and HEK cytotox 2%.
For CCOc1ccc(N(CC)C(=O)c2cc3c(s2)-c2ccccc2OC3)cc1 the results were SNCA expr inhib -17%, HEK293 viab 12% and IP6K1 inhibitor -9.

2 records drawn at random from those above, as already listed:
O=C(CN1C(=O)COc2ccc(S(=O)(=O)N3CCCCCC3)cc21)NCc1ccc(F)cc1 was read as SNCA expr inhib 28%, HEK293 viab inconclusive and IP6K1 inhibitor 43.
COCCOCc1nc(C2CCCCN2C(=O)Nc2ccc(F)cc2F)no1 (centres undefined) was read as NIH3T3 tox 5%, SNCA expr inhib -9%, GPT2 inhibitor inactive, HEK293 viab -7%, IP6K1 inhibitor -5, FLuc inh -1% and HEK cytotox 0%.

Screens: PubChem BioAssay, National Center for Advancing Translational Sciences (NCATS)
